# High-throughput results (PubChem BioAssay)
# LANA DNA inh = inhibitors of KSHV C-LANA binding to DNA, primary screen, biochemical, fluorescence polarization, FAM-LBS DNA, MBP-C-LANA, single point. Kaposi's sarcoma herpesvirus LANA C-terminal domain (residues 932-1162) DNA binding. inhibition, % at 9 µM. 340,000 compounds, 0.078% hits;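 active = highest replicate inhibition at or above 60% at 9 µM, even if other replicates fall short; inactive = all replicates below 60% inhibition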;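 note: 0% = neutral control wells and 100% = 4 µM acridine orange control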
# Keap1 Nrf2 FP = Keap1-Nrf2 protein-protein interaction inhibitors, primary screen, biochemical, fluorescence polarization, single point | Keap1 Kelch-Nrf2 peptide fluorescence polarization, 1536-well | inhibition, % at 9.4 µM | 340,000 compounds, 0.15% hits | AID 504523, 2011; in the data active = inhibition above about 12%;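 note: human Keap1 Kelch domain with fluorescein labeled Nrf2 9mer peptide probe; 0% = neutral control wells and 100% = peptide positive control; higher means more block of Keap1 binding to Nrf2 peptide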
# CAL-PDZ inh HTS = untagged CAL PDZ binding inhibitors, primary screen, biochemical, fluorescence polarization, HTS. Golgi-associated PDZ and coiled-coil motif-containing protein (Homo sapiens), Q9HD26. purified CAL PDZ, TMR-peptide fluorescence polarization, 1 h. inhibition, % at 24.9 µM. 300,000 compounds, 0.92% hits;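 active = mean inhibition of at least 30% with at least half of replicates also reaching 30%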;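 note: 0% = DMSO neutral control and 100% = excess unlabeled competitor peptide PRC23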
# RTF Ca sens act = cardiac RTF calcium sensitivity activators, primary screen, biochemical, IANBD-TnC fluorescence, EC20 calcium | Troponin I, cardiac muscle (Homo sapiens) + Troponin T, cardiac muscle (Homo sapiens) + … | IANBD-labeled TnC RTF fluorescence at EC20 calcium; 0% EC20 calcium, 100% full calcium | activation, % at 7.2 µM | 340,000 compounds, 0.24% hits;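 active = activation above the mean over all tested compounds plus 3 SD, cut at about 30% in these data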;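 note: rise in fluorescence read as greater calcium sensitivity of cardiac thin filaments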
# OPRM1-OPRD1 inv = inverse agonists of MOR-DOR heterodimerization, primary screen, cell-based, luminescence; Mu-type opioid receptor (Homo sapiens) + Delta-type opioid receptor (Homo sapiens), …; cell-based MOR-DOR heterodimer luminescence, inverse agonism; inhibition, % at 9.3 µM; 340,000 compounds, 0.21% hits; AID 504357, 2011; in the data active = inhibition above about 22%, passing the limit was not always enough;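 note: 0% = cells with DMSO and 100% = wells without cells with DMSO; values of inactives mirror those of a sister screen read the other way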
# Target sequence (P35372 whole entry, looked up): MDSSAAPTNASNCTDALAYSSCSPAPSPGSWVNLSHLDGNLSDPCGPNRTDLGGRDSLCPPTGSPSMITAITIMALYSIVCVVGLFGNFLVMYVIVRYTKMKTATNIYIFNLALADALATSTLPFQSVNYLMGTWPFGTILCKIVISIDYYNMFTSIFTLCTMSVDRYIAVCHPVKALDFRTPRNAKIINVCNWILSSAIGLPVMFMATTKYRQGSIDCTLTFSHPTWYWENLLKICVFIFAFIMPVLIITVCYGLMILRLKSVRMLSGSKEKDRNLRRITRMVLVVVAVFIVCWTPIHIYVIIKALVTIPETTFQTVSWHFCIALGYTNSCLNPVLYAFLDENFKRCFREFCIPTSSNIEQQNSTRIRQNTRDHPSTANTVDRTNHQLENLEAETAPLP
# Target sequence (P41143 whole entry, looked up): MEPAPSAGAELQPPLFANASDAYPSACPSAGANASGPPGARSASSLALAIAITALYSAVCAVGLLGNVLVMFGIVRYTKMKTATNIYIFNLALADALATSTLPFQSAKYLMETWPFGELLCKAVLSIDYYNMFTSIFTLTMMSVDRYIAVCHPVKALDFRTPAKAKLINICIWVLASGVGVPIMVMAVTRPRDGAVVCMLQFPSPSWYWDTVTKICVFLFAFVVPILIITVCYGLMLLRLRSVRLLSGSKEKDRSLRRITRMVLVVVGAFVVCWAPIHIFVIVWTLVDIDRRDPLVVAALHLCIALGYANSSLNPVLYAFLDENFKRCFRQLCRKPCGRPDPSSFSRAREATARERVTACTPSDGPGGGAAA
# OPRM1-OPRD1 ag = agonists of OPRM1-OPRD1 heterodimerization, primary screen, cell-based, luminescence. Mu-type opioid receptor (Homo sapiens) + Delta-type opioid receptor (Homo sapiens), …. cells. activation, % at 9.3 µM. 340,000 compounds, 0.3% hits. AID 504326, 2011; in the data active = activation above about 18%;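 note: 0% = vehicle-treated cells and 100% = reference agonist; values of inactives mirror those of a sister screen read the other way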
# V-ATPase pHluor = regulators of yeast V-ATPase proton pumping, primary screen, pHLuorin cytosolic pH fluorescence; S. cerevisiae; 350,000 compounds, 0.37% hits; response, % at 10 µM; in the data active = response mostly above about 7.3%, no sharp cut-off; inactive = mostly below about 5.4%; note: actives read high; inactives centre near 0; some compounds called inactive have numbers as strong as hits; reference of the scale not given here
# RTF Ca sens inh = cardiac RTF calcium sensitivity inhibitors, primary screen, biochemical, IANBD-TnC fluorescence, EC70 calcium; Troponin I, cardiac muscle (Homo sapiens) + Troponin T, cardiac muscle (Homo sapiens) + …; inhibition, % at 7.15 µM; 340,000 compounds, 0.12% hits; IANBD-labeled cardiac RTF, Ca2+ fluorescence;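 active = inhibition above the mean inhibition of all tested compounds plus 3 SD, cut at about 17% in these data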;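 note: assay run at fixed EC70 calcium of 1.6 mM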
# HTR5A inv ctr = HTR5A inverse agonists in luminescence cell assay, primary screen, counter-screen for OPRM1-OPRD1 heterodimer inverse agonist project, full-deck HTS | AID 504634, 2011 | 5-hydroxytryptamine receptor 5A (Homo sapiens), P47898 | inhibition, % at 9.3 µM | HTR5A cell line, inverse agonism | 340,000 compounds, 0.083% hits; in the data active = inhibition mostly above about 23%, no sharp cut-off; inactive = mostly below about 18%;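 note: 0% = cells with DMSO and 100% = no-cell wells with DMSO; some compounds called inactive have numbers as strong as hits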
# HTR5A ag = HTR5A agonists in luminescence cell assay, primary screen, counter-screen for OPRM1-OPRD1 heterodimer agonist project, full-deck HTS. AID 504692, 2011. cell-based. activation, % at 9.3 µM. 340,000 compounds, 0.61% hits; in the data active = activation mostly above about 9.5%, no sharp cut-off; inactive = mostly below about 7.6%;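 note: 0% = cells with vehicle only and 100% = reference agonist; strong numbers were not always called active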
# * marks the source's active call; other numbers are inactive results; / = not tested or not shown; + = active, no number.
compound	LANA DNA inh	Keap1 Nrf2 FP	CAL-PDZ inh HTS	RTF Ca sens act	OPRM1-OPRD1 inv	OPRM1-OPRD1 ag	V-ATPase pHluor	RTF Ca sens inh	HTR5A inv ctr	HTR5A ag
Cc1cc(C)c(C)c(C(=O)COC(=O)CNC(=O)CN2C(=O)c3ccccc3C2=O)c1C	-0.5	2	-1	-2	-4	0.6	0	-12	8	-3
CN1CCN(CCC(=O)Nc2ccccc2Cl)CC1	1.0	2	-4	-4	13	-2.2	1	-5	-13	5
COc1ccc(C2(C(F)(F)F)NC(=O)N(C)C(=O)N2C)cc1 (stereo not drawn)	-0.2	-3	9	-8	-4	0.8	4	5	1	-1
O=C(NCc1cccs1)Nc1cc(Cl)ccc1Cl	2.3	0	-2	2	4	-0.8	0	-12	-24	-3
O=C(c1ccco1)n1nc(-c2ccco2)nc1SCc1ccccc1	-1.4	5	/	7	2	-0.4	0	-16	15	-6
O=C(Cc1ccccn1)c1ccccc1	1.5	-4	1	9	8	-1.4	5	1	-18	0
COc1cc(C#Cc2c(-c3ccccc3)n(C)c3ccccc23)cc(OC)c1	1.5	0	-4	-2	-8	1.5	-6	-3	1	-3
COc1cc(SC)ccc1C(=O)Nc1ccc(Br)cn1	-2.3	2	0	4	-11	2.2	2	-3	8	-2
COc1ccc(N(CC(=O)N2CCN(c3ccccc3F)CC2)S(=O)(=O)c2c(C)n[nH]c2C)cc1	-1.4	1	/	1	14	-2.7	1	-9	-30	-1
O=C(COC(=O)c1cnccn1)c1ccc(Cl)cc1	-1.9	-5	2	3	21	-4.4	2	-4	-7	-3
O=C(COC(=O)Cn1cnc2ccccc21)Nc1ccc(OC(F)F)cc1	-1.2	2	-2	-4	8	-2.2	4	-5	-10	2
CC(C)/C=N/Nc1nc2c(c(=O)n(C)c(=O)n2C)n1C	0.2	-2	0	6	12	-2.4	0	-2	10	-2
C=CCN(c1ccccc1)S(=O)(=O)c1cccc(C(=O)NNC(=O)c2ccncc2)c1	-0.9	-1	-2	-2	3	-0.6	-2	-5	-3	-2
CCOC(=O)CN/C=C(\C#N)c1ccc(F)cc1	0.3	1	-1	0	2	-0.3	2	9	-4	1
CCCn1nc2cc(C(=O)N(CC)c3ccc(OC)cc3)ccc2c1OCC	1.2	3	-5	10	4	-0.8	7	-6	-10	-2
O=C(COC(=O)C1CC2C=CC1C2)Nc1cccc(S(=O)(=O)N2CCOCC2)c1 (stereo not drawn)	-2.2	-1	-2	-3	8	-1.5	5	2	-16	6
CCN(CC)S(=O)(=O)c1ccc(OC)c(NC(=O)c2cccc([N+](=O)[O-])c2C)c1	1.1	4	-4	-1	-5	1.0	0	9	-22	-2
CC(C)NC(=O)Cn1nc(C(F)(F)F)c2c1CCC2	0.9	-5	-2	1	-9	1.6	0	-5	-12	6
CCOC(=O)c1sc2ncnc(N3CCN(CC)CC3)c2c1C	-0.6	-4	-1	7	-8	1.4	-10	0	-14	5
COc1cccc(-c2ccc(NC(=O)C3CCCN(Cc4ccco4)C3)cc2)c1 (stereo not drawn)	-0.1	-10	-1	0	-16	3.1	0	-1	1	-1
COc1ccc(-n2c(SCc3nnc(-c4ccccc4)o3)nnc2-c2ccccc2)cc1	-1.3	-7	-2	6	16	-2.7	3	-2	11	-4
Cc1ccn2c(NC3CCCC3)c(-c3ccccn3)nc2c1	1.5	-5	-2	-2	-2	0.4	-2	6	-8	3
COc1ccc(OC)c(-c2nnc3n2N=C(c2ccc(OC)c(OC4CCCC4)c2)CS3)c1	4.1	1	6	-8	-5	0.9	-3	-10	-37	12
COC(=O)c1ccc(-c2csc(NC(=O)c3c(C)noc3C)n2)cc1	0.3	-1	/	-7	6	-0.9	-1	-4	7	3
Cc1cccc(-c2nn(-c3ccccc3)cc2C(=O)N2CCN(C3CCS(=O)(=O)C3)CC2)c1 (stereo not drawn)	0.5	1	-5	-1	13	-3.3	-3	2	-18	-1
O=C(O)Cn1c(=O)c2c3c(sc2n(Cc2ccccc2F)c1=O)CCCC3	2.1	6	4	0	8	-1.7	1	-3	5	-1
CCc1ccc(OCc2nnc(-c3ccccc3Br)o2)cc1	0.7	1	-5	-1	-2	0.4	3	1	7	-3
Cc1cccc(-n2ncc3c(N(CCO)CCO)ncnc32)c1	-0.9	-8	/	3	9	-1.7	0	-12	4	-2
Cc1cccc(NS(=O)(=O)c2ccc3c(c2)oc(=O)n3C)c1C	-0.6	-3	-4	-6	15	-3.3	-1	5	-12	3
Cc1cccc(N2CC(C(=O)Nc3nnc(SCC(=O)NCC4CCCO4)s3)CC2=O)c1 (stereo not drawn)	0.9	-3	-7	3	18	-3.2	-3	4	3	4
Nc1ccc(S(=O)(=O)NC2(C(F)(F)F)NC(=O)N(c3ccc(F)cc3)C2=O)cc1 (stereo not drawn)	1.3	-5	-4	1	0	0.0	3	-14	6	4
CCOC(=O)N1CCC(NC(=O)c2cc(S(=O)(=O)N3CCCCC3)ccc2F)CC1	-0.4	4	/	-1	9	-1.8	1	0	18	-1
COc1ccc2c(c1)CCc1c(C(=O)Nc3cc(C)n(Cc4ccc(Cl)cc4)n3)noc1-2	0.3	-9	/	3	6	-1.2	2	-8	-3	1
O=C(NCCS(=O)(=O)NCc1ccccc1)c1ccc2c(c1)OCO2	0.3	-1	0	-3	6	-0.9	-1	3	0	0
O=S(Cc1ccc(Cl)cc1)CC(O)(c1ccccc1)c1ccccc1 (stereo not drawn)	2.9	-2	-1	-4	-5	1.1	-4	-6	19	-4
CCCc1cc(C(=O)N2CCCC(Cc3cccc(Cl)c3)(C(=O)OCC)C2)n(C)n1 (stereo not drawn)	0.7	2	-2	-8	22	-4.3	2	-6	-13	2
O=C(COC(=O)C1=COCCO1)NCc1ccc(Cl)cc1	1.2	-7	-2	14	7	-1.4	0	-5	-36	13*
CCc1cccc(NC(=O)C2CCCN(S(=O)(=O)c3cnc[nH]3)C2)c1 (stereo not drawn)	-0.8	-2	-1	5	17	-3.3	2	-9	4	0
COc1ccccc1NC(=O)Cn1cncc1-c1ccc([N+](=O)[O-])cc1	-0.8	1	-1	7	3	-0.6	1	-2	21	-9
CCN1C(=O)/C(=C/C=C2/SCCN2C)SC1=S	-1.1	-7	-1	136*	14	-3.3	-4	-128	-27	11
O=C(CSc1ncccn1)NCc1ccc(Cl)cc1	-0.2	-1	1	6	13	-2.8	3	-17	14	1
CN(Cc1ccncc1)C1CC(=O)N(c2ccc(F)cc2)C1=O (stereo not drawn)	1.0	0	-4	-1	13	-2.0	-2	-1	9	-4
COc1cc(/C=C/C(O)=C/C(=O)/C=C/c2ccc(O)cc2)ccc1O	-1.2	-42	-1	28	-7	1.2	-2	-99	-8	-3
Cc1ccc(S(=O)(=O)NNC(=O)Nc2ccc(Cl)c(Cl)c2)cc1	-0.2	-10	3	2	-34	6.8	-1	-3	-6	-1
O=C(O)c1ccc(Nc2nc(-c3ccccc3)cs2)cc1	0.1	-5	-2	-2	10	-1.6	-1	-7	-5	2
CCOc1cccc(C(=O)NC(=S)Nc2ccccc2)c1	-2.9	0	-4	1	-8	1.6	5	-2	0	0
O=C1C2C3C=CC(O3)C2C(=O)N1Nc1ccccc1 (stereo not drawn)	0.6	-1	/	-5	17	-3.3	0	9	14	-4
CCCCOC(=O)C1=C(C)Nc2ncnn2C1c1ccc(OC)c(OC)c1 (stereo not drawn)	-1.1	-1	-5	-5	6	-1.2	2	-5	1	0
O=C1COc2ccc(C(=O)COC(=O)/C=C/c3ccc(Br)o3)cc2N1	-1.4	-5	-11	0	-17	3.1	0	7	-10	4
COc1ccc(-c2cc(C(F)(F)F)n3ncc(C(=O)N(C)Cc4ccccc4)c3n2)cc1	1.1	0	4	/	/	/	2	/	/	/
CC(C)(C)c1ccc(C(=O)OCC(=O)N2CCC(c3ccccc3)=N2)cc1	-0.6	-1	1	-1	3	-0.7	1	-3	11	-4
Cc1cc(C)c2c(ccc3ccccc32)n1	-0.1	4	-4	0	3	-0.6	-83	4	-6	2
Cc1onc(-c2ccccc2)c1CNC(=O)Nc1ccccc1	-2.3	4	-6	0	7	-1.4	-4	-4	-11	-3
COc1ccccc1C(=O)Nc1ccc(S(=O)(=O)NC2=NCCCCC2)cc1	-1.4	-3	2	2	5	-1.1	-5	-6	-25	-3
O=C(CCN1C(=O)C2C3C=CC(C3)C2C1=O)NCCc1ccccc1 (stereo not drawn)	1.2	-3	-2	-2	14	-3.3	1	-3	6	-3
Cc1cccc(C(=O)N/N=C/c2ccoc2)c1	1.5	-1	-1	-1	18	-5.6	-1	1	9	3
Cc1ccc2cc(C(c3nnnn3CC3CCCO3)N3CCc4ccccc4C3)c(=O)[nH]c2c1 (stereo not drawn)	6.4	8	/	4	3	-0.7	-1	-10	7	-4
COc1ccccc1OCCC(=O)OCCN1C(=O)c2ccccc2C1=O	0.8	3	-3	-3	1	-0.1	0	3	-6	3
CC1CCc2nc(/C(C#N)=C/c3ccncc3)sc2C1 (stereo not drawn)	2.5	6	-1	-3	-14	1.9	/	-9	8	3
Cc1ccc(SCc2nn(C)c(Cl)c2C=O)cc1	-2.9	-3	-5	-6	12	-2.4	-2	3	14	5

# Next records follow:
compound	LANA DNA inh	Keap1 Nrf2 FP	CAL-PDZ inh HTS	RTF Ca sens act	OPRM1-OPRD1 inv	OPRM1-OPRD1 ag	V-ATPase pHluor	RTF Ca sens inh	HTR5A inv ctr	HTR5A ag
Cc1cn(CC(=O)NCc2ccccn2)c(=O)[nH]c1=O	0.4	-5	+	8	4	-0.9	0	-4	-8	2
CCCN(CC(=O)Nc1ccccc1C)C(=O)c1cccc(S(=O)(=O)N2CCN(c3ccccc3)CC2)c1	0.5	5	-2	-9	11	-2.1	0	2	3	-1
COc1ccc(-c2nnc(-c3cc4ccccc4oc3=O)o2)cc1	1.5	1	-5	5	20	-4.4	0	-1	1	-2
CCCCC1(C)NC(=O)N(CC(=O)Nc2cc(S(=O)(=O)N3CCOCC3)ccc2Cl)C1=O (stereo not drawn)	0.9	2	/	-3	2	-0.4	0	2	17	-4
